Bioassay records (PubChem)
EPAC1 antagonist = EPAC1 (human) antagonism. O95398. EPAC1 GEF assay, Rap1b-BODIPY-GDP exchange fluorescence. Potency, µM (titrated, usually from 115 µM), without a hit: top-dose activity change, negative = inhibition, usual class: inhibitors. 360,000 tested, 0.14% active;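 also: potency is read from the fitted curve at half-maximal effect; plate controls were vehicle for no effect and positive control for full effect; nearly all actives have a fitted effect of over 50% in size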
GLP1R inv ag = acts as inverse agonist at human GLP-1 receptor; HEK293 GLP-1R CRE-luciferase, luminescence, 24 h; GLP-1R form is constitutively active; AID 624417; 410,000 tested, 1.6% active; Potency, µM (series often up to 38.3 µM), for inactives: top-dose activity change, negative = inhibition, most hits filed as inhibitors; P43220; also: potency is read from the fitted curve at half-maximal effect; % is scaled to controls: 0 for no effect and ±100 for the full control effect; nearly all actives have a fitted effect of over 55% in size
Target sequence (P43220 whole entry, looked up): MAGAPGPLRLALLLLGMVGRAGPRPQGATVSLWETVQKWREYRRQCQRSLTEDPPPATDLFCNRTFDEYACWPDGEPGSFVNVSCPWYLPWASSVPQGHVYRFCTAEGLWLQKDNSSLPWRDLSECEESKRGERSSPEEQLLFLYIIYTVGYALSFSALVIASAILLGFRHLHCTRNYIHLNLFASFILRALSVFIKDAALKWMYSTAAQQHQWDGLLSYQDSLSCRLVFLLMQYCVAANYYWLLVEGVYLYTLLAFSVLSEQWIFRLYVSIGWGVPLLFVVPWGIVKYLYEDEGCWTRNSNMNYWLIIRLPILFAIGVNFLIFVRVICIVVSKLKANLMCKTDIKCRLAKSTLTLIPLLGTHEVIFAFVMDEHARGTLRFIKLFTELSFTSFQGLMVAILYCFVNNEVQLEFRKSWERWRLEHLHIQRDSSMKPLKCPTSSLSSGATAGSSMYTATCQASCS
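HEK293 cells stably co-expressing constitutively active GLP-1R and a cAMP-responsive luciferase reporter were seeded in DMEM with 10% Nu serum, given compounds after 12 h, and incubated 24 h at 37 deg C. Luminescence was then read.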
GLP1R cytotox = cytotoxicity in counter-screen for GLP-1R inverse agonists. HEK293 cAMP-luciferase reporter cells, luminescence, 24 h. Potency, µM (highest dose often 38.3 µM), for the others: at the top dose activity change, negative = inhibition, hits mostly inhibitors. 410,000 tested, 0.13% active;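 also: loss of luciferase light is scored as toxicity; potency is read from the fitted curve at half-maximal effect; % is scaled to controls: 0 for no effect and ±100 for the full control effect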
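MLSMR compounds, 24 hr on cells at 37 deg C/5% CO2; luminescence after luciferase reagent (12 min RT). Inhibition counted as the undesired cytotoxic outcome.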
PI5P4Ka inh = inhibitors of human PI5P4K alpha. 330,000 tested, 1.2% active. max response, %. PI5P4Kalpha enzyme, ADP-Glo luminescence, 60 min; active compounds read low. P48426; active = max response of -50% or lower; inconclusive = between -30% and -50%; inactive = -30% or higher; also: value at the top dose of about 77 µM; % is scaled to controls: 0 for no effect and ±100 for the full control effect
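ADP-Glo luminescence end-point after a 60 min room-temperature kinase reaction. PI5P4Kalpha and substrate in HEPES pH 7.4 buffer with EGTA, 0.1% CHAPS and 5% DMSO; ATP at 5 microM final.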
IL2 activator = activates IL-2 in a cell-based reporter assay; IL-2 activation reporter assay, cell-based qHTS; stimulated with anti-CD3/CD4/CD28 beads; in transgenic mouse T cells; activation, % (series mostly up to about 46 µM); 360,000 tested, 0.065% active; in the data active = activation above about 50%; inconclusive = mostly about 30% to 49%; also: 0% is about no effect
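Unstimulated transgenic mouse T cells, 750 per well, received compound and, after 60 minutes, anti-CD3/anti-CD4 bead plus anti-CD28 stimulation. EGFP and DsRed were quantified after 18 hours.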
PLK1 PBD block = blocks phosphopeptide binding to human PLK1 polo-box domain | 360,000 tested, 2.8% active | P53350 | AID 720504 | Plk1 PBD binding of FITC phosphopeptide, fluorescence polarization | Potency, µM, for inactives: max response, negative = inhibition, usual class: inhibitors; also: potency is read from the fitted curve at half-maximal effect; series mostly up to about 57 µM; % is scaled to controls: 0 for no effect and ±100 for the full control effect; nearly all actives have a fitted effect of over 65% in size
Target sequence (P53350 whole entry, looked up, the tested form may be a part): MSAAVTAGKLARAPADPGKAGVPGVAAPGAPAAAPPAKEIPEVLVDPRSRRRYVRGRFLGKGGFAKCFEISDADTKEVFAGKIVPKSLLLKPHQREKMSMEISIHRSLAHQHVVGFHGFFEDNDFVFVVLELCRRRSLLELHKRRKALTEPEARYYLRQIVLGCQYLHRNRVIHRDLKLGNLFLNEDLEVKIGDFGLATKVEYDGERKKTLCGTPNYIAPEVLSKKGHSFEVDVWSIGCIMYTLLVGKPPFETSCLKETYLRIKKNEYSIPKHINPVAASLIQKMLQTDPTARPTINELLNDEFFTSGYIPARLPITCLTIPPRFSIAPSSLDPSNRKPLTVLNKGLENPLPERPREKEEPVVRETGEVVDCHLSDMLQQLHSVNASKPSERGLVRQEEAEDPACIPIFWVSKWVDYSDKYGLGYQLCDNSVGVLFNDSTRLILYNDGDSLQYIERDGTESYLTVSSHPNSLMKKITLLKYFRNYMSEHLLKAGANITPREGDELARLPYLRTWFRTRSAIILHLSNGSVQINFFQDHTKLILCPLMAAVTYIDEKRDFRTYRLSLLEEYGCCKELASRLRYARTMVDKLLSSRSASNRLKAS
PTHR1 ag = activates the human parathyroid hormone receptor PTHR1 | Potency, µM (top dose mostly 115 µM), inactives show at the highest dose activation, hits mostly activators | 410,000 tested, 0.075% active | HEK293 GP2 PTHR1 cells, GloSensor cAMP luminescence, 1 h; also: potency is read from the fitted curve at half-maximal effect; nearly all actives have a fitted effect of over 55% in size; some results filed as inactive show a strong effect at the top dose; inactives centre near -15; many of its hits are not listed in these tables
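HEK-293-derived GP2 cells expressing PTHR1 and a GloSensor cAMP reporter, 3,000/well, plated overnight, given luciferin plus IBMX (each 0.5 mM as added) for 1 h at 37 °C, then compound for 1 h at 37 °C. Luminescence was read after 15 min at room temperature.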
GLP1R ag = agonists of human GLP-1 receptor | Potency, µM (highest dose often 45.6 µM), for inactives: top-dose activation, actives largely listed as activators | HEK293 GLP-1R CRE-luciferase, luminescence, 4-6 h; cells express a hypersensitive GLP-1R form | P43220 | 380,000 tested, 0.007% active; also: potency is read from the fitted curve at half-maximal effect; % of control where 0% means no effect
EPAC1 ag = agonists of human EPAC1; 360,000 tested, 0.073% active; Potency, µM (series often up to 154 µM), for inactives: top-dose activation, most hits filed as activators; O95398; AID 720707; EPAC1 agonist qHTS, biochemical assay; response scale: 100% = response to 6.5 mM cAMP; also: potency is read from the fitted curve at half-maximal effect; nearly all actives have a fitted effect of over 60% in size
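EPAC1 100 nM, Rap1B–BODIPY-GDP 250 nM, unlabeled GDP 50 uM; compound titration; 5 min RT; kinetic read ex480/em540 at 5-min intervals ×30 min; data normalized to 6.5 mM cAMP agonist control.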
* marks the source's active call; other numbers are inactive results; i = inactive; ? = inconclusive; . = not tested or not shown; & = joins results of further samples; [ ] = remark or other dose. Unless noted, calls follow the shape of the dose curve; as a rule, active = well fitted curve in the direction sought with a large enough effect; inconclusive = small, poorly fitted or top-dose-only effect, or another doubt; inactive = no such curve, though single readings can be large; an effect the other way counts as inactive or inconclusive. A portion of the library. The share of hits here may be higher or lower than overall.

SMILES	EPAC1 antagonist	GLP1R inv ag	GLP1R cytotox	PI5P4Ka inh	IL2 activator	PLK1 PBD block	PTHR1 ag	GLP1R ag	EPAC1 ag
N#Cc1c(/N=C/c2ccc(-c3ccc(C(=O)O)c(Cl)c3)o2)sc2c1CCCC2	-9%	9%	-6%	-14	1.5	?	-10%	5%	-7%
CCn1c(SCC(=O)c2ccc([N+](=O)[O-])cc2)nnc1-c1ccc(Cl)cc1	.	12%	-3%	.	.	.	i	8%	.
COc1ccc(-c2c(C)nn3c(N4CCC(C(=O)NCCN(C)C)CC4)cc(C)nc23)cc1OC	1%	0%	-25%	.	-1.3	1%	i	1%	-4%
COc1ccc(N=Cc2c(O)c3ccccc3oc2=O)cc1	15%	-12%	-32%	-4	0.5	9%	-91%[inhibitor]	1%	12%
Clc1ccc(Sc2cc(Cl)c(-c3ccccc3)nn2)cc1	-13%	?	1%	-3	0.7	-4%	-13%	1%	2%
O=C(COC(=O)[C@@H]1CCCN1S(=O)(=O)c1ccc(Cl)cc1)NC1CCS(=O)(=O)C1 (stereo not given in full)	-19%	-21%	-4%	0	-1.9	-9%	-68%[inhibitor]	10%	3%
COc1ccc(C(=O)c2c(C)oc3ccc(O)c(CN4CCOCC4)c23)cc1	5%	-13%	-23%	.	0.1	-11%	-14%	18%	12%
C=CCNC(=O)/C(C#N)=C/c1cn(-c2ccccc2)nc1-c1ccc(OC)c([N+](=O)[O-])c1	15%	45%[activator]	?	4	-0.1	0%	i	6%	6%
Cc1ccccc1COc1ccc(-c2nn[nH]n2)cc1	1%	8%	-2%	3	-2.9	-5%	-27%	-4%	-10%
COc1ccc(OCC(=O)Nc2ccc3c(c2)nc(CCN2CCCC2)n3C)cc1	9%	15%	-6%	3	-3.9	-2%	i	-3%	1%
C=CCSC1=NN2CCS(=O)(=O)N=C2S1	28%	16%	-13%	1	1.2	-3%	-21%	10%	-8%
CCc1noc(C)c1C(=O)N(C)CC(=O)Nc1ccc(Cl)c(Cl)c1	-5%	?	1%	14	-5.1	-1%	i	3%	-8%
CC1CC(=O)NN=C1c1ccc(N(C)C)c([N+](=O)[O-])c1 (stereo not given)	2%	128%[activator]	?	.	-0.4	-4%	-5%[57.5 µM]	?	-12%
Cn1c(C(=O)NC2CCCCC2)cc2sccc21	13%	0%	-21%	.	-1.0	-17%	-3%[57.5 µM]	0%	-8%
O=C(Nc1cccc(S(=O)(=O)N2CCOCC2)c1)C1CCCC1	-3%	3%	7%	-4	-0.1	-5%	-16%	14%	7%
COc1ccc(NC(=O)N2CC(C)OC(C)C2)cc1OC (stereo not given)	-1%	5%	5%	.	-2.6	-4%	-4%[57.5 µM]	-8%	0%
O=C(Nc1nc(-c2ccccn2)cs1)c1ccc(F)c(S(=O)(=O)N2CCOCC2)c1	4%	?	-27%	?	0.3	12µM*	-22%	0%	4%
COc1cc(OC)cc(/C(N)=N/O)c1	3%	2%	2%	-6	-0.6	3%	i	0%	0%
COc1ccc(CNCCC(c2ccc(OC(C)C)cc2)C(C)C)cc1OC (stereo not given)	-5%	0%	?	.	-3.2	-9%	5%[57.5 µM]	-24%	4%
COc1cccc2cc(CC(=O)c3cc(C)ccc3C)c(=O)oc12	-13%	?	3%	8	0.4	-8%	-26%	30%	10%
Cc1ccc(NC(=O)Cc2nnc(SCC(=O)Nc3ccccc3)n2C)cc1	-7%	-12%	-8%	-2	-3.9	-10%	i	1%	-1%
COc1ccc(C)cc1NC(=O)C1CCN(C(=O)c2ccc(C(C)(C)C)cc2)CC1	0%	8.9µM*	-19%	0	-0.3	-7%	-17%	23%	10%
Cc1nc2sccc2c(=O)n1N	-1%	8%	-14%	3	0.8	-2%	-9%	-4%	5%
S=C(NCC1CCCO1)Nc1ccc(Nc2ccccc2)cc1 (stereo not given)	-9%	?	-28%	-4	1.0	?	i	3%	-2%
COc1ccc(COC(=O)N/N=C/c2cccs2)cc1	8%	27%	16%	0	0.0	-11%	-64%	17%	6%
CCN(CC)S(=O)(=O)c1ccc(N2CCOCC2)c(NC(=O)CC23CC4CC(CC(Br)(C4)C2)C3)c1	3%	9%	2%	3	-0.6	-17%	-53%[inhibitor]	14%	9%
O=C1NC(=S)N/C1=C/C=C/c1ccccc1	-6%	20%	-27%	6	-2.5	0%	-11%	6%	-4%
CC(=O)Nc1nc2c(s1)CCc1ccccc1-2	-12%	22%	-18%	-3	-0.5	-1%	i	1%	7%
CN(CCCC(=O)Nc1ccccc1F)S(=O)(=O)c1ccc(F)cc1	-2%	-1%	-12%	0	-2.1	5%	i	5%	3%
C#CCNC(=O)C1=C[C@H](c2csc3ccccc23)[C@@H](CCCO)[C@H](OCC)O1	-5%	-15%	-6%	-10	0.5	-6%	i	-7%	2%
COc1cc2cc(C(=O)O)n(C)c2c(OC)c1OC	-7%	1%	-2%	-1	0.7	4%	i	-5%	-1%
CCn1cc(C(=O)NCCOC)c(=O)c2cc(S(=O)(=O)N3CCOCC3)ccc21	.	10%	-7%	.	.	.	-57%[inhibitor]	0%	.
CCOC(=O)CSc1nc2cc(S(=O)(=O)N3CCOCC3)ccc2n1CC	2%	62%[activator]	-1%	-6	-0.3	-5%	i	12%	3%
CCCCCCSc1ccc(-c2nc3ccc(C)cn3c2NCc2ccccc2)cc1OC	-26%&-9%	?	3%&6%	24&17	-0.6&-0.9	-3%&2%	-80%&-18%[inhibitor]	3%&-4%	-20%&-8%
COc1ccccc1C(=O)Nc1ccc(S(=O)(=O)Nc2cc(C)nc(C)n2)cc1	20%	0%	-7%	.	-0.6	-2%	i	-7%	-2%
CSC1=C(C#N)C(C)C2=C(CC(C)(C)CC2=O)N1 (stereo not given)	5%	?	-1%	1	1.3	-8%	-22%	15%	-4%
CC1(C)CC(=O)C(N=Nc2cccc([N+](=O)[O-])c2)=C(O)C1	-14%	?	-7%	6	-2.1	-10%	-12%	1%	8%
COCc1cc(C)nc(N/N=C/c2ccc(Cl)c(Cl)c2)c1C#N	-26%	23%	-18%	-1	0.0	-8%	-36%[inhibitor]	5%	6%
CC1(C)SC(=Nc2ccccc2)N(S(=O)(=O)c2ccccc2)C1=O	-1%	0%	2%	-2	-4.2	1%	i	-2%	-6%
O=C(Nc1ccc(-c2cn3ccsc3n2)cc1)C1CC1	14%	2%	-15%	-9	-0.4	-22%	-6%[57.5 µM]	1%	-4%
COc1ccc(Nc2nc3[nH]c(=O)cc(O)c3s2)cc1	9%	-4%[7.66 µM]	-9%[7.66 µM]	?	-0.3	-13%	i	1%	-4%
CCN(CC)CCC(C)OC(=O)c1ccc(O)cc1O (stereo not given)	-5%	-20%	2%	-11	-0.2	2%	-5%	-1%	2%
CCOc1c(Br)cc(C2NC(=O)CCC2[N+](=O)[O-])cc1OC (stereo not given)	-1%	1%	-29%	-8	-0.9	-2%	-9%	7%	-4%
Cc1ccc(C)c(NC(=O)CCN2CCN(CCO)CC2)c1	19%	7%	11%	10	1.1	-11%	-37%[inhibitor]	1%	17%
CCOc1ccc(-c2cc(C(=O)Nc3ccc(C)c(NS(C)(=O)=O)c3)[nH]n2)c(C)c1	-13%	7.1µM*	?	-10	0.0	0%	-92%[inhibitor]	-3%	-18%
O=C(NCCN1CCOCC1)C1CCC(CNS(=O)(=O)c2ccccc2)CC1 (stereo not given)	11%	0%	-6%[1.53 µM]	-6	0.4	6%	i	0%	-15%
CC(=O)Nc1cc[n+](CC(=O)c2cccc([N+](=O)[O-])c2)cc1	16%	8%	-12%	-4	0.4	8%	-27%	-6%	12%
O=C(CS(=O)(=O)c1ccc(Cl)cc1)NCCS(=O)(=O)c1ccc(Cl)cc1	-8%	15%	2%	2	-0.2	4%	i	15%	-10%
COc1ccc(C(=O)COC(=O)c2ccc3c(c2)NC(=O)CS3)c(OC)c1	-30%	-41%	-20%	?	-1.0	-9%	-94%[inhibitor]	8%	-8%
COC(=O)c1sccc1NS(=O)(=O)c1ccc(OC)cc1	6%	?	?	.	-2.4	0%	-11%[57.5 µM]	5%	7%
Cc1ccccc1OCC(=O)Nc1nnc(COc2ccccc2)s1	-2%	-1%	13%	-4	-3.8	-10%	-46%[inhibitor]	-12%	1%
CC(C)(C)Cc1c(-c2ccccc2)nc2ccc(Cl)cn12	6%	13µM*	?	0	-1.6	3%	-28%	-6%	-11%
Cc1ccsc1/C=C1\Oc2cc(OCC(=O)c3ccccc3)ccc2C1=O	-23%	5%	0%	-12	26	17%	-18%	-6%	10%
CCOC(=O)C(=CNc1ccc(N2CCCCC2)c(S(=O)(=O)Nc2ccccc2OC)c1)C(=O)OCC	3%	2%	1%	-17	-3.7	11µM*	i	7%	13%
CC(C(=O)OCC(=O)c1ccc([N+](=O)[O-])cc1)N1C(=O)C2C3CCC(C3)C2C1=O (stereo not given)	-2%	-8%	-3%	1	0.4	-13%	-1%	7%	2%
Cc1ccc(C)c(NC(=O)C(c2ccccc2)N2CCN(CC(=O)N3CCOCC3)CC2)c1 (stereo not given)	-10%	-5%	4%	4	-0.6	-14%	?	-2%	12%
CCC(Oc1ccccc1)C(=O)Nc1ncc([N+](=O)[O-])s1 (stereo not given)	-19%	?	-29%	-7	-1.5	-17%	-49%[inhibitor]	2%	-3%
Cc1ccc2nc(NC(=O)CSc3nc4c(c(=O)n3C)SC(C)C4)sc2c1 (stereo not given)	-16%	45%[activator]	9%	-20	-1.4	27µM*	-28%	-1%	10%

In a second layout: 2 of the compounds above.
Every second line gives: EPAC1 antagonist | GLP1R inv ag | GLP1R cytotox | PI5P4Ka inh | IL2 activator | PLK1 PBD block | PTHR1 ag | GLP1R ag | EPAC1 ag
> O=C(CS(=O)(=O)c1ccc(Cl)cc1)NCCS(=O)(=O)c1ccc(Cl)cc1
→ -8% | 15% | 2% | 2 | -0.2 | 4% | i | 15% | -10%
> COc1ccc(C(=O)COC(=O)c2ccc3c(c2)NC(=O)CS3)c(OC)c1
→ -30% | -41% | -20% | ? | -1.0 | -9% | -94%[inhibitor] | 8% | -8%
